# FN deposit inh: fibronectin deposition inhibition; actives 0.086% (n = 350,000); inhibition, % at 12.6 µM; AH1F fibroblasts, Alexa488-fibronectin deposition fluorescence, overnight;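 active = mean inhibition across replicates of 30% or more, regardless of how many single replicates reach that level; inconclusive = mean under 30% yet at least half of replicates reach 30%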;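 note: positive control wells lacked labelled fibronectin entirely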
#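 Schedule: 1 h cell adhesion before compound, then overnight fibronectin incubation; test system: AH1F fibroblast monolayer depositing Alexa488-labelled fibronectin into matrix; quantity: 10000 AH1F cells per well; probe or stimulus: fluorescent fibronectin at 24 nM final; signal: fluorescence, ex 485 nm, em 525 nm; evaluation: percent inhibition as loss of matrix-bound fibronectin fluorescence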
# miR-122 sensor: blocks miR-122 activity in Huh7 sensor cells. Huh7 miR-122 Renilla luciferase sensor, 48 h; neutral wells = 0, positive control = 100. activation (reporter increase), % at 12.5 µM. actives 0.3% (n = 340,000). AID 602342;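 active = mean replicate activation score at least 90 and every replicate individually at or above 90; inconclusive = only one of the two criteria met; inactive = neither criterion met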;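 note: higher luciferase means less miR-122 activity so hits act as miR-122 inhibitors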
# EWS-Fli block: inhibitors of EWS/Fli oncoprotein transcriptional activity; AID 651661; actives 0.67% (n = 350,000); A673 NR0B1-luciferase reporter, viability-normalised; inhibition, % at 12.6 µM;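 active = mean inhibition of at least 50% after viability correction, with every replicate also passing that limit; inconclusive = mean reaches 50% but only one of two replicates passes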;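 note: firefly luciferase signal divided by Alamar Blue viability fluorescence both relative to DMSO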
# DENV2 CPE rescue: DENV2-induced cell death inhibition; DENV2-infected cells, cytopathic effect rescue, plate reader; CPE inhibition, % at 9.99 µM; actives 1.7% (n = 350,000); AID 651640; in the data active = CPE inhibition above about 20%, passing the limit was not always enough; inconclusive = no clear call, values can overlap the other calls; tested in BHK-21 cells;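 note: 0% = median of neutral control wells and 100% = median of positive control wells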
# PAX8 reporter: lowers PAX8-driven luciferase in RMG-I cells | RMG-I TPO-luciferase reporter, SteadyGlo, 24 h | inhibition, % at 12.6 µM | actives 1.2% (n = 360,000);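 active = mean replicate inhibition at least 60% with every replicate also reaching 60%; inconclusive = only one of the two criteria is met; inactive = mean below 60% and not all replicates reaching 60%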;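 note: luciferase light reporting Pax8 driven TPO promoter activity; plate controls were median of neutral control wells for no effect and mitoxantrone controls for full effect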
# INS-1E GSIS act: primary screen for activators of insulin secretion dependent on glucose, INS-1E cells, GLuc reporter luminescence; INS-1E GLuc reporter insulin secretion, 2-3 h; activation, % at 16.6 µM; actives 0.61% (n = 370,000); AID 743287;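 active = lowest replicate activation of at least 40%, so every replicate reaches that level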;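 note: 0% = median of neutral control wells and 100% = median of IBMX positive control wells; some compounds called inactive have numbers as strong as hits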
# CFTR F508del cor: CFTR F508del correction in bronchial cells; CFBE cells, YFP halide quenching; stimulated with forskolin plus potentiator P3; % fluorescence drop versus neutral controls; activity (quench increase), % at 7.58 µM; actives 0.36% (n = 350,000); AID 720511;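 active = mean added fluorescence quench of at least 8% versus neutral control, with both replicates also reaching 8%; inconclusive = only one of the mean or replicate conditions met; inactive = mean below 8% and not both replicates reaching 8%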;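 note: cells transiently co-express mutant CFTR-F508del with the halide-sensitive YFP; corrector assay measuring rescue of mutant channel to the surface after 24 h compound exposure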
# * marks the source's active call; other numbers are inactive results; ? = inconclusive; · = not tested or not shown; [ ] = dose if it differs, or a comment.
SMILES,FN deposit inh,miR-122 sensor,EWS-Fli block,DENV2 CPE rescue,PAX8 reporter,INS-1E GSIS act,CFTR F508del cor
CCN1[C@@H]2c3ccc(-c4ccccc4OC)c(=O)n3C[C@H]1[C@H](CO)[C@H]2C(=O)N[C@H](C)c1ccccc1,·,·,1,0,·,-3,·
COc1cc(/C=C/c2ccc3cccc(O)c3n2)cc(Cl)c1OC,11,·,-61,1,-18,1,2.8
CC1CCN(C(=O)c2ccc(S(=O)(=O)Cc3ccccc3F)c([N+](=O)[O-])c2)CC1,-3,·,4,4,-2,1,-1.7
C[C@H](CO)N1C[C@H](C)[C@@H](CN(C)C)Oc2cc(-c3cccc(F)c3)ccc2S1(=O)=O,2,8[16.7 µM],9,-5,·,1,1.2
Cc1cc(NC(=O)CN2C(=O)C3CC=CCC3C2=O)no1 (stereo not given),0,-5,·,·,-7,·,·
CC(C)N(C[C@H]1N[C@H](CO)[C@@H]1c1ccc(C2=CCCC2)cc1)C(=O)CN(C)C,-4,·,20,0,·,14,-1.9
CCC(=O)N1[C@H](CO)[C@H](c2ccccc2)[C@@H]1CN(C(C)C)S(C)(=O)=O,19,42[16.7 µM],-3,-2,-11,10,-3.5
Cn1c(=S)oc2ccccc21,-5,-3,7,1,3,28,-0.1
CN1CCCCC1CCN1c2ccccc2Sc2ccc(S(C)=O)cc21 (stereo not given),-8,3,-4,20,-2,-17,-17
COc1cc(NC(=O)c2sc3ncn(CC(=O)N4CCCCC4)c(=O)c3c2C)cc(OC)c1OC,-7,-2,5,5,-8,-12,-2.8
COc1cccc(NC(=O)CNc2cc(S(=O)(=O)N3CCOCC3)ccc2N2CCCC2)c1,7,·,6,-2,2,-14,0.2
CNC[C@H]1OCCCC[C@H](C)Oc2ccc(NS(=O)(=O)c3ccc(F)cc3)cc2C(=O)N([C@@H](C)CO)C[C@@H]1C,0,-2[16.7 µM],-3,1,-10,8,2.4
Cc1noc(C)c1NC(=O)N(C)C[C@@H]1Oc2c(cccc2N(C)C)C(=O)N([C@H](C)CO)C[C@H]1C,-17,-2[16.7 µM],-9,-7,-21,14,0.1
CC(=O)Nc1ccc(Nc2cc(C)nc3ccccc23)cc1,0,1,-1,-2,-7,0,1.9
CC(=O)Nc1ccc(-c2cc(C(=O)O)c3cc4ccccc4cc3n2)cc1,-7,8,-18,-1,11,1,-0.4
CC(=O)NC12CC3CC(C1)CC(C(=O)N1CCN(c4ncccn4)CC1)(C3)C2,4,·,-2,-6,6,0,-1.1
COc1ccccc1Cc1c(C(C)(C)C)nc2c(C)cc(Br)cn12,6,·,11,-4,35,-17,-2.4
C=CCn1c(SCC(=O)Nc2cc(NC(C)=O)ccc2OC)nnc1-c1ccccn1,-6,-4,·,·,3,·,·
COc1ccc(N(C(=O)/C=C/c2ccc(OC)c(OC)c2)C2=CC3CCC(C2)N3C)cc1 (stereo not given),-19,·,-3,-7,-7,-7,-3.6
O=C(CNCc1ccncc1)Nc1cc(S(=O)(=O)N2CCCCC2)ccc1Cl,-24,·,8,11,8,11,0.1
COCCNC(=S)N/N=C/c1c(C)[nH]c2ccccc12,3,·,1,-3,-14,-6,·
O=C(N/N=C\c1ccc(Cl)cc1)C1=NOC2COC3(CCN(c4ccc([N+](=O)[O-])cc4)CC3)OCC12 (stereo not given),1,-3,-2,-3,15,0,2.2
O=C(CSc1nc2ccc(Nc3nc(N4CCCC4)nc(N4CCCC4)n3)cc2s1)NCc1ccco1,-8,·,17,-1,18,10,1.8
O=C(CN1C(=O)NC2(CCc3ccccc32)C1=O)Nc1ccccc1OC(F)F (stereo not given),-6,·,-3,2,-11,6,-1.1
COc1ccc(C)cc1Cn1nnc2ccccc21,15,8,-7,3,-6,18,-1.1
O=C(/C=C\c1ccc(-c2cccc([N+](=O)[O-])c2)o1)N1CCOCC1,4,·,-59,6,3,-23,0.0
CCC1(c2ccccc2)NC(=O)N(CC(=O)Nc2ccccc2N2CCCC2)C1=O (stereo not given),0,-1,4,-6,-2,-9,-0.2
Cc1ccc(Nc2nc(N)c(C#N)c(CC#N)c2C#N)cc1,15,·,-22,5,5,-2,-1.7
Cc1ccc2nc(-c3ccccc3)c(CC(=O)O)c(C(=O)O)c2c1,3,·,-1,1,20,-18,0.4
CN(C)CCCNC(=O)C[C@H]1CC[C@@H]2[C@H](COc3ccc(NC(=O)NC4CCCC4)cc3C(=O)N2C)O1,-2,8[16.7 µM],-27,-6,-42,2,-4.1
CCCNC(=O)C1(C)CCCN(C(=O)c2cccc(C(F)(F)F)c2)C1 (stereo not given),-4,·,-7,-2,7,14,4.5
COc1ccc(N2CCN(C(=O)CSc3nnc(NC(=O)C4CC4)s3)CC2)cc1,-4,·,10,-4,-1,5,·
COC(=O)c1ccccc1NC(=S)N(Cc1ccc2c(c1)OCO2)Cc1cc2cc(C)ccc2[nH]c1=O,5,22,9,-4,7,30,·
Nc1[nH][nH]c(=O)c1N=Nc1ccc2c(c1)OCO2,-11,-1,-96,4,-45,6,-3.3
COc1ccc(Cc2c(-c3ccco3)nc3ccc(Cl)cn23)c(C)c1,-17,5,10,-3,2,-17,-6.0
CN(C)CCN(C(=O)CN1C(=O)c2ccccc2C1=O)c1nc2cc3c(cc2s1)OCCO3,4,·,-56,1,-105,0,1.5
Nc1[nH]nc2c1NN(c1ccc(Cl)cc1Cl)N2,0,·,·,·,-22,-2,·
C[C@@H]1CN([C@@H](C)CO)S(=O)(=O)c2ccc(C#CC3(O)CCCC3)cc2O[C@H]1CN(C)C(=O)c1ccncc1,18,-2[16.7 µM],6,?,·,5,-1.1
COc1cc(C2=NOC(C(=O)NCc3ccco3)C2)cc(OC)c1OC (stereo not given),-1,11,·,·,·,-11,·
C[C@@H]1CN([C@H](C)CO)C(=O)c2cc(NC(=O)CCCN(C)C)ccc2O[C@H]1CN(C)S(=O)(=O)c1ccccc1,·,-3[16.7 µM],0,4,-29,20,1.8
CCC(CC)C(=O)Nc1nnc(S(=O)(=O)N2CCCC2)s1,-2,-3,2,?,-9,·,-1.0
CC(=O)N1C(C)(C)CC(=NOC(=O)c2ccc(C)cc2)CC1(C)C,1,·,8,1,2,4,2.4
COc1ccc(C(=O)CSc2nnc(CNC(=O)c3ccc(OC)cc3)n2C)cc1,·,3,-4,7,·,24,2.5
O=C(CSc1nc2[nH]c(=O)cc(O)c2s1)Nc1ccc(Cl)c(C(F)(F)F)c1,-3,65,9,3,1,5,0.8
CC(C)(C)OC(=O)N[C@@H](Cc1ccccc1)C(=O)N1CCC(C(=O)N[C@@H](CCC(N)=O)C(=O)O)CC1,-3,2,3,-4,-7,6,1.9
COc1ccccc1CN1CCSCC1,·,·,-3,-5,·,-7,2.5
COc1ccc2[nH]c(=O)c(CN(CC3CCCO3)C(=O)Nc3ccccc3)cc2c1 (stereo not given),-7,4,·,·,-2,·,·
O=C1NC(=O)C(CSc2ccccc2)(c2ccccc2)N1 (stereo not given),7,1,3,-2,7,-1,2.1

# Profiles, quoted from the list. Order of values: FN deposit inh | miR-122 sensor | EWS-Fli block | DENV2 CPE rescue | PAX8 reporter | INS-1E GSIS act | CFTR F508del cor
# Listed for `Cc1ccc(Nc2nc(N)c(C#N)c(CC#N)c2C#N)cc1` : 15 | · | -22 | 5 | 5 | -2 | -1.7
# Listed for `CC(=O)NC12CC3CC(C1)CC(C(=O)N1CCN(c4ncccn4)CC1)(C3)C2` : 4 | · | -2 | -6 | 6 | 0 | -1.1
# Listed for `COc1ccc(N(C(=O)/C=C/c2ccc(OC)c(OC)c2)C2=CC3CCC(C2)N3C)cc1` (stereo not given) : -19 | · | -3 | -7 | -7 | -7 | -3.6
# Listed for `C[C@@H]1CN([C@@H](C)CO)S(=O)(=O)c2ccc(C#CC3(O)CCCC3)cc2O[C@H]1CN(C)C(=O)c1ccncc1` : 18 | -2[16.7 µM] | 6 | ? | · | 5 | -1.1
# Listed for `Nc1[nH][nH]c(=O)c1N=Nc1ccc2c(c1)OCO2` : -11 | -1 | -96 | 4 | -45 | 6 | -3.3

# (list continues)
SMILES,FN deposit inh,miR-122 sensor,EWS-Fli block,DENV2 CPE rescue,PAX8 reporter,INS-1E GSIS act,CFTR F508del cor
CCOC(=O)N(C)[C@H]1C[C@H]2c3[nH]c4c(-c5ccccc5)cccc4c3CCN2C(=O)[C@H]1[C@H](C)O,6,·,-3,0,11,-42,-1.0
CC(=O)NCC1CCCN(c2nc3nonc3nc2N(C)Cc2ccccc2)C1 (stereo not given),-3,·,4,0,-9,-4,0.8
COc1ccc(NC(=O)CCNS(=O)(=O)c2cc(Br)cnc2N)cc1OC,10,-8,·,-10,-1,5,0.9
COC(=O)c1ccccc1NC(=O)N1CCN(c2ccccc2)CC1,-32,-4,2,0,2,-4,-0.9
CCNC(=O)C[C@@H]1CC[C@@H]2[C@H](COc3ccc(NC(=O)Nc4ccccc4Cl)cc3C(=O)N2C)O1,-1,45[16.7 µM],1,10,1,1,1.3
COC(=O)[C@H](CCSC)NC(=O)[C@@H](Cc1cnc[nH]1)NC(=O)OCc1ccccc1,-3,-5,-1,13,13,14,1.9
Cc1ccc(-c2nc3sc(C(N)=O)c(N)c3c3c2CCCC3)cc1,-2,·,7,-9,30,14,0.5
O=S(=O)(CC(CN1CCCCC1)N1CCCCC1)c1ccccc1 (stereo not given),13,-1,-5,1,64*,8,-10
O=C(COC(=O)CSCc1ccccc1)NCc1ccccc1,2,·,-1,6,11,-4,3.5
COc1ccc(CNC(=O)C[C@H]2C(=O)N(CCc3ccccc3)C[C@@H]2Cc2ccccc2)cc1,-6,-1,6,-12,-19,-39,6.0
O=C(C[C@H]1C=C[C@@H](NS(=O)(=O)c2cccc(F)c2)[C@@H](CO)O1)N1CCCCC1,7,·,2,2,-12,12,-0.2
COc1ccccc1C(=O)Nc1ccc2nc3n(c(=O)c2c1)CCCC3,-5,2,-76,?,-12,24,0.3
CCCC#Cc1ccc2c(c1)O[C@@H](CN(C)C(=O)NCCC)[C@H](C)CN([C@@H](C)CO)S2(=O)=O,·,3[16.7 µM],9,-1,7,-13,1.8
O=C(Cc1ccc(S(=O)(=O)N2CCOCC2)s1)N1CCN(S(=O)(=O)c2ccc(Cl)cc2)CC1,-4,-2,3,8,9,·,0.1
CC(C)(C)C(=O)Nc1sc2c(c1C(=O)Nc1ccccn1)CCCC2,-2,-7,-69,-3,-1,-8,-1.5
O=C(COC(=O)c1ccc(S(=O)(=O)N2CCOCC2)cc1)NCc1ccccc1,1,-8,5,3,-4,8,-0.8
COc1cc(/C=C/C(=O)NC(=O)c2ccccc2O)ccc1O,·,-6,8,-13,-115,-2,1.2
C[C@H]1CCCCO[C@@H](CN(C)C(=O)c2ccncc2)[C@@H](C)CN([C@@H](C)CO)C(=O)c2cc(N(C)C)ccc2O1,·,-1[16.7 µM],-2,1,-9,12,-1.7
C[C@H](CO)N1C[C@H](C)[C@H](CN(C)C(=O)C2CCC2)Oc2cc(-c3ccncc3)ccc2S1(=O)=O,·,10[16.7 µM],-6,·,·,7,2.2
N#C[C@@H]1[C@H](c2ccc(C#CC3CCCCC3)cc2)[C@H](CO)N1C(=O)c1cccc(F)c1,-7,·,0,-4,8,5,3.9
O=C(C[C@H]1C[C@@H]2c3cc(NS(=O)(=O)c4ccccc4)ccc3O[C@@H]2[C@@H](CO)O1)N1CCOCC1,1,5[16.7 µM],-12,17,6,3,-0.1
COc1ccc(CC(=O)NNC(=O)CCc2ccccc2)cc1,-5,-7,1,-3,10,9,-0.8
CC1(C)Oc2ccc(C(=O)NC3CCCCC3)cc2N(CC#N)C1=O,0,-8,-13,-4,-16,12,1.0
CN1CCN(C(=O)C[C@@H]2CC[C@@H]3[C@H](COC[C@@H](O)CN3C(=O)Nc3ccc(Cl)cc3)O2)CC1,10,-1[16.7 µM],-71,-12,-100,-12,0.6

# Screening data deposited in PubChem BioAssay by Broad Institute.
